# HEK293 tox = cytotoxicity in counter-screen for GLP-1R inverse agonists; HEK293 cAMP-luciferase reporter cells, luminescence, 24 h; Potency, µM (highest dose often 38.3 µM), inactives show at the highest dose activity change, negative = inhibition, hits mostly inhibitors; 0.13% of 410,000 active;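 also: loss of luciferase light is scored as toxicity; potency is read from the fitted curve at half-maximal effect; % is scaled to controls: 0 for no effect and ±100 for the full control effect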
#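 Luminescence readout: signal drop marks cytotoxicity. Plated cells grew 12 h at 37 °C, 5% CO2, received 23 nL compound for 24 h, then got luciferase reagent, read after 12 min at RT.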
# SW480 rereplic = DNA re-replication induction in SW480 cells; SW480 DNA re-replication, Hoechst DNA content imaging, 48 h; Potency, µM (top dose mostly 46.1 µM), without a hit: at the top dose re-replication activation, usual class: activators; 1.8% of 340,000 active; also: potency is read from the fitted curve at half-maximal effect; % of control where 0% means no effect; nearly all actives have a fitted effect of over 55% in size
#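 Treated cells incubate 48 hr (37 C, 5% CO2), are stained 40 min with Hoechst, and nuclear fluorescence is enumerated; a rise in nuclei with high DNA signal marks re-replication.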
# HT1080 IDH1KD tx = HT-1080 IDH1 knockdown cell toxicity (counter line); AID 686971; Potency, µM (highest dose often 46.1 µM), without a hit: top-dose activity, negative = toxicity, usual class: cytotoxic; 2% of 360,000 active; HT-1080 IDH1 knockdown viability, ATP luminescence, 48 h;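 also: potency is read from the fitted curve at half-maximal effect; 0% = DMSO wells and -100% = cell-free medium wells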
#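 Luminescent ATP read-out (CellTiter-Glo, 10 min at room temperature) after 48 h compound exposure at 37 °C gave viability of IDH1-knockdown HT-1080 cells. Activity was normalised to DMSO and cell-free wells, then fitted as concentration-response curves.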
# D3 ag = D3 dopamine receptor (human) agonism. max activation, %. AID 652048. 0.58% of 410,000 active. P35462. D3R DiscoveRx beta-arrestin cells, luminescence, 90 min; in the data active = max activation above about 30%; also: 0% is about no effect; mostly tested at two doses, the higher about 12 µM
# Target sequence (P35462 whole entry, looked up): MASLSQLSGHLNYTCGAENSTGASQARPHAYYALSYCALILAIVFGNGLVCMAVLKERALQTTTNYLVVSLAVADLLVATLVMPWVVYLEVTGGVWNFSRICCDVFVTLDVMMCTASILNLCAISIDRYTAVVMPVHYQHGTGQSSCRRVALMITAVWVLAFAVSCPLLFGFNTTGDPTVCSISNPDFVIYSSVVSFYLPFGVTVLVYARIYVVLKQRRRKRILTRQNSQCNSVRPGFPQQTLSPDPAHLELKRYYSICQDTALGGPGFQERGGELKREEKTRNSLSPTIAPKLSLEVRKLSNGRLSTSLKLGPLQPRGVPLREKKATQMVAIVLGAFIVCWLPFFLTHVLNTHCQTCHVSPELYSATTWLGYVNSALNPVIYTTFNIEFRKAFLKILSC
#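 Agonist mode: compounds and dopamine controls were applied to plated cells for 90 min at 37 degrees C after an overnight attachment at 1500 cells/well. Luminescent read-out followed 30 - 60 minutes at room temperature with DiscoveRx detection reagent.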
# MCF10A rerep = DNA re-replication induction in MCF 10a cells; MCF 10A DNA re-replication, Hoechst nuclear intensity, 48 h; 2.9% of 350,000 active; Potency, µM (doses to about 46.1 µM), for inactives: at the highest dose activity, positive = re-replication, most hits filed as activators; also: potency is read from the fitted curve at half-maximal effect; % of control where 0% means no effect; nearly all actives have a fitted effect of over 50% in size
# KB-V1 MDR tox = kills drug-selected multidrug resistant KB-V1 cells; Potency, µM (doses to about 46.1 µM), inactives show top-dose activity change, negative = cytotoxicity, actives largely listed as cytotoxic; AID 1347076; 3.4% of 400,000 active; KB-V1 MDR cells viability, CellTiter-Glo, 72 h; also: potency is read from the fitted curve at half-maximal effect; % is scaled to controls: 0 for no effect and ±100 for the full control effect; nearly all actives have a fitted effect of over 60% in size
#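 Luminescent ATP read-out (CellTiter-Glo, 10 min) measures survival of drug-selected KB-V1 MDR cells after 72 h, 37 degrees C compound exposure. Medium: phenol-red-free DMEM, 10% FBS. Values from fitted concentration-response curves.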
# KB-3-1 cytotox = KB-3-1 parental cell cytotoxicity; KB-3-1 viability, CellTiter-Glo ATP luminescence, 72 h; Potency, µM (doses to about 46.1 µM), inactives show at the highest dose activity change, negative = cytotoxic, hits mostly cytotoxic; 1.4% of 400,000 active; also: potency is read from the fitted curve at half-maximal effect; % is scaled to controls: 0 for no effect and ±100 for the full control effect; nearly all actives have a fitted effect of over 60% in size
#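 KB-3-1 parental drug-naive adenocarcinoma cells in DMEM/10% FBS, incubated 72 h at 37 C with pin-transferred compounds across a concentration series. Viability by CellTiter-Glo luminescence; concentration-response curves fitted after normalization.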
# IL-1B inflam inh = inhibitors of inflammasome signaling (IL-1 beta secretion); THP-1 LPS/ATP IL-1B secretion, AlphaLISA, 16 h; stronger effect = lower value; activity change, % at 57.5 µM; 4.7% of 360,000 active; AID 743279; in the data active = activity change below about -50%; inconclusive = mostly about -30% to -49%; also: % is scaled to controls: 0 for no effect and ±100 for the full control effect
#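 Secreted IL-1B measured by AlphaLISA bead assay after 16 h compound exposure of THP-1 cells; compounds (final up to 57.5 uM) added 1 h before LPS (250 ng/mL) and ATP (1.25 mM) stimulation; lower signal means less secretion.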
# HT1080NT lethal = kills 2HG-producing HT-1080-NT fibrosarcoma cells; HT-1080-NT fibrosarcoma viability, CellTiter-Glo ATP luminescence, 48 h; Potency, µM (series often up to 46.1 µM), without a hit: at the top dose activity, negative = less viability, hits mostly cytotoxic; 1.6% of 360,000 active; AID 686970;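 also: NT is the 2HG producing partner of a matched IDH1 knockdown line; potency is read from the fitted curve at half-maximal effect; 0% = DMSO-treated cells and -100% = media-only wells without cells; nearly all actives have a fitted effect of over 55% in size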
#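 Compounds were tested in concentration-response format on HT-1080-NT cells for 48 hours at 37 degrees C. Cell viability came from CellTiter-Glo luminescence; curves were classified by r2, response magnitude and activity.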
# * hit, by the source's call; ? = inconclusive; · = no result given; [ ] = dose if it differs, or a comment. Unless noted, calls follow the shape of the dose curve; as a rule, active = well fitted curve in the direction sought with a large enough effect; inconclusive = small, poorly fitted or top-dose-only effect, or another doubt; inactive = no such curve, though single readings can be large; an effect the other way counts as inactive or inconclusive.
entry	Structure	HEK293 tox	SW480 rereplic	HT1080 IDH1KD tx	D3 ag	MCF10A rerep	KB-V1 MDR tox	KB-3-1 cytotox	IL-1B inflam inh	HT1080NT lethal
1	O=C(NCc1ccco1)C12CN(Cc3ccccc3)CC1C(c1ccc([N+](=O)[O-])cc1)=NO2 (stereo not drawn)	-22.1%	-4.5%	-4.5%	4.7	?	0.0%	-9.9%	-29.0	-12.8%
2	CC(=O)NC12CC3CC(C1)CC(C(=O)N1CCN(C(=O)c4ccco4)CC1)(C3)C2	1.1%	-44.5%[inhibitor]	6.5%	-0.8	-2.6%	-13.0%	-12.6%	11.5	15.0%
3	CCN(CC)Cc1cc(O)c(CN(CC)CC)cc1O	3.5%	-23.1%	-0.5%	6.6	-22.6%	-0.5%	3.3%	10.4	9.5%
4	Cc1ccccc1-c1cc(-c2ccccc2O)on1	-18.6%	-6.3%	?	3.8	-4.4%	0.0%	0.0%	0.0	-4.8%
5	COc1cccc(-c2cc(C(F)(F)F)nc(-n3cc(C)cn3)n2)c1	-0.2%	3.3%	5.5%	5.0	-0.7%	-24.4%	1.2%	?	19.5%
6	CCC(CC)C(=O)N(CCc1ccc(OC)cc1)Cc1nc2ccccc2c(=O)[nH]1	-3.8%	20.6µM*	7.08µM*	7.2	23.1µM*	?	-3.6%	-53.8*	?
7	O=C(Nc1ccc(F)cc1)c1oc2ccccc2c1NC(=O)C1CCCCC1	4.2%	·	·	-0.3	·	3.6%	6.4%	·	·
8	Cc1ccccc1S(=O)(=O)NC(=O)C1(C)CCN1C(=O)c1cccc(F)c1 (stereo not drawn)	0.7%	·	4.6%	4.8	·	1.4%	0.0%	-9.6	24.2%
9	Cc1ccc(C2=CSC3=NS(=O)(=O)CCN23)cc1	-3.2%	-2.0%	-1.2%	-4.3	0.1%	-21.5%	2.6%	-0.7	2.1%
10	CCOCCCNC(=O)COC(=O)/C=C/c1ccc(S(=O)(=O)N2CCc3ccccc32)cc1	-0.1%	-7.5%	13.5%	-2.6	-3.7%	-13.7%	11.2%	36.0	2.1%
11	COc1ccc(C2C3=C(CC(c4ccco4)CC3=O)Nc3ccccc3N2C(C)=O)cc1 (stereo not drawn)	-15.6%	-1.3%	14.4%	-0.4	0.0%	15.4%	10.2%	7.7	11.4%
12	CC(=O)N(c1ccccc1)c1nc2ccccc2s1	7.1%	1.5%	4.7%	8.7	?	2.2%	6.6%	-3.1	7.2%

# Fetched by structure from the list above (two):
entry	Structure	HEK293 tox	SW480 rereplic	HT1080 IDH1KD tx	D3 ag	MCF10A rerep	KB-V1 MDR tox	KB-3-1 cytotox	IL-1B inflam inh	HT1080NT lethal
4	Cc1ccccc1-c1cc(-c2ccccc2O)on1	-18.6%	-6.3%	?	3.8	-4.4%	0.0%	0.0%	0.0	-4.8%
11	COc1ccc(C2C3=C(CC(c4ccco4)CC3=O)Nc3ccccc3N2C(C)=O)cc1 (stereo not drawn)	-15.6%	-1.3%	14.4%	-0.4	0.0%	15.4%	10.2%	7.7	11.4%

# In another format: results already given.
2. CC(=O)NC12CC3CC(C1)CC(C(=O)N1CCN(C(=O)c4ccco4)CC1)(C3)C2
5. COc1cccc(-c2cc(C(F)(F)F)nc(-n3cc(C)cn3)n2)c1
assay / entry,2,5
HEK293 tox,1.1%,-0.2%
SW480 rereplic,-44.5%[inhibitor],3.3%
HT1080 IDH1KD tx,6.5%,5.5%
D3 ag,-0.8,5.0
MCF10A rerep,-2.6%,-0.7%
KB-V1 MDR tox,-13.0%,-24.4%
KB-3-1 cytotox,-12.6%,1.2%
IL-1B inflam inh,11.5,?
HT1080NT lethal,15.0%,19.5%

# The list continues.
entry	Structure	HEK293 tox	SW480 rereplic	HT1080 IDH1KD tx	D3 ag	MCF10A rerep	KB-V1 MDR tox	KB-3-1 cytotox	IL-1B inflam inh	HT1080NT lethal
13	Cc1c(/C=N\NC(=O)c2ccc(F)cc2)cnn1C	6.0%	30.3%	-6.2%	-2.6	-35.2%[inhibitor]	-9.1%	15.3%	0.0	-9.5%
14	CCN(CC(=O)NCc1ccc(F)cc1)C(=O)c1cccnc1SC	14.4%	-2.7%	12.0%	8.0	5.0%	-30.2%	1.1%	25.3	-2.8%
15	Cc1ccc(NC(=O)CN(C)CC(=O)Nc2ccccc2C(=O)Nc2ccccc2)cc1	-2.8%	-8.1%	13.0%	-2.0	-0.2%	1.8%	2.7%	11.9	6.0%
16	Cc1ccccc1-c1nsc(SCC(=O)c2ccc(Cl)cc2)n1	1.0%	0.7%	5.0%	1.3	?	?	11.0%	6.4	-8.0%
17	CC(C)CN(C(=O)COC(=O)c1cc2c(s1)CCC2)C1CCS(=O)(=O)C1 (stereo not drawn)	-5.9%	-1.8%	21.0%	0.1	?	-3.0%	3.3%	-2.1	9.3%
18	CCCC(C)C(=O)N(Cc1ccccc1)c1ccccn1 (stereo not drawn)	-3.3%	-1.8%	-4.2%	-7.8	11.7%	?	1.5%	3.7	0.0%
19	CC(C)C(=O)NC(c1ccc(N(C)C)cc1)c1c(O)ccc2ccccc12 (stereo not drawn)	-5.6%	26.8%	-13.8%	-9.1	-3.7%	-17.2%	0.0%	-1.8	1.6%
20	CC(C)NOC(=O)c1ccc(Cl)cc1	2.7%	17.5%	-10.2%	2.5	11.2%	9.7%	?	17.3	-0.5%
21	CCS(=O)(=O)n1nc(-c2ccc(OC)cc2)nc1SC	-4.0%	-4.5%	10.3%	5.7	-0.6%	22.4%	2.8%	-5.6	22.1%
22	Cn1c(=O)cc(SCC(=O)NCCC2=CCCCC2)c2ccccc21	4.2%	2.2%	14.3%	0.1	-7.0%	-5.8%	7.7%	9.8	17.0%
23	COC(=O)c1ccc(CNC(=O)c2ccccc2C(=O)NCC2(CBr)OCCO2)cc1	-2.0%	·	-7.2%	3.3	·	-1.3%	11.2%	7.6	0.9%
24	C#CCONC(=O)c1cc(OCC(F)(F)F)ccc1OCC(F)(F)F	-15.7%	-6.8%	11.2%	0.6	-3.0%	-7.7%	8.0%	-7.4	8.1%

# Going on with the list:
nr	mol	HEK293 tox	SW480 rereplic	HT1080 IDH1KD tx	D3 ag	MCF10A rerep	KB-V1 MDR tox	KB-3-1 cytotox	IL-1B inflam inh	HT1080NT lethal
25	Cc1cc(C)nc(Nc2nc(C(N)Cc3ccc(C(F)(F)F)cc3)cs2)n1 (stereo not drawn)	?	·	?	-6.3	·	?	?	-81.0*	?
26	OCCCCNCc1cc(Br)ccc1OCc1ccccc1	-3.3%	90.2%	0.8%	-7.8	3.8%	-25.0%	-1.3%	?	-1.2%
27	CN1CCN(C(=O)c2ccccc2NC(=O)Cc2ccccc2)CC1	-12.5%	-2.0%	11.9%	4.8	2.6%	11.2%	24.5%	0.0	11.8%
28	COc1cc(/C=C(\CCC(=O)O)c2nc3ccccc3s2)ccc1OCC(=O)Nc1c(Cl)cccc1Cl	-14.6%	22.4%	6.2%	4.9	?	-2.8%	0.0%	0.0	4.1%[9.24 µM]
29	COc1cc(C(=O)Nc2nnc(CC(=O)N3CCOCC3)s2)cc(OC)c1OC	4.1%	-6.0%	4.9%	-3.2	-4.8%	17.2%	0.0%	4.2	2.7%
30	COCC(=O)OCC(=O)Nc1ccccc1-c1ccccc1	-8.0%	?	-17.4%	2.6	-32.2%[inhibitor]	5.9%	-0.2%	3.6	-5.7%
31	C=C(C)CN(CC)c1nc(N)c2c(N)nc3c(c2c1C#N)CC(=O)N3C12CC3CC(CC(C3)C1)C2	-11.9%	?	-18.9%	-3.1	23.9%	?	-9.4%	-60.0*	-29.5%
32	Cc1ccc(CN(c2ccc(C(=O)NCc3ccc4c(c3)OCO4)cc2)S(C)(=O)=O)cc1	-2.3%	1.3%	-3.8%	15.1	0.0%	-18.8%	-0.7%	19.5	-15.8%
33	CCCCN1C(C(=O)Nc2ncccn2)=C(O)c2ccccc2S1(=O)=O	9.4%	-0.3%	13.9%	-3.5	-15.9%	-12.2%	5.7%	-3.8	8.1%
34	COc1ccc(CNC(=O)COC(=O)/C=C/c2cccc(Br)c2)cc1	-3.6%	-14.1%[1.84 µM]	-3.2%	-4.7	-27.9%	12.3%	9.2%	10.5	-9.6%
35	O=C(NC1CCCCC1)C(c1ccccc1)n1c(=O)c(-c2cc3ccccc3[nH]2)nc2ccccc21 (stereo not drawn)	·	·	?	-4.6	·	-30.8%	?	-68.8*	-26.8%
36	COc1cccc(-c2sc3ccccc3c2-c2ccc(OCCN(C)C)cc2)c1	?	-11.9%	16.4µM*	-31.6	27.8%	?	?	?	?
37	Cc1cc([N+](=O)[O-])nn1CC(=O)N1N=C(C(F)F)CC1(O)C(F)F (stereo not drawn)	-4.8%	1.7%	19.6%	-4.0	9.8%	-30.7%	-1.0%	0.3	10.7%
38	CCc1[nH]nc2c1C(c1ccsc1)C(C#N)=C(N)O2 (stereo not drawn)	-12.2%	-6.1%	7.1%	-0.6	6.8%	-0.2%	?	?	0.6%
39	N#Cc1ccc(S(=O)(=O)N2CCN(CN3C(=O)CC4(CCCC4)C3=O)CC2)cc1	2.9%	·	-1.5%	-1.9	·	-18.7%	1.1%	2.5	11.8%
40	COc1ccccc1N1CCN(C(=O)CCNC(=O)c2ccco2)CC1	0.6%	-8.2%	1.0%	0.2	-0.4%	9.0%	-1.5%	0.6	2.8%[9.24 µM]
41	CC1CCc2c(C(=O)Nc3ccccn3)csc2C1 (stereo not drawn)	10.7%	2.9%	-0.5%	1.0	16.2%	2.7%	3.5%	-9.8	-2.4%
42	Cn1c(-c2ccccc2)cnc1SCc1nc2ccccc2c(=O)[nH]1	-7.3%	-4.4%	7.8%	4.5	1.4%	?	-1.4%	-10.0	7.4%

# Assay outcomes deposited in PubChem by National Center for Advancing Translational Sciences (NCATS).
